From PubChem
Keap1 Nrf2 FP – disrupts human Keap1 binding to Nrf2 peptide; Q14145; hit rate 0.15% among 340,000; AID 504523; Keap1 Kelch-Nrf2 peptide fluorescence polarization, 1536-well; inhibition, % at 9.4 µM; in the data active = inhibition above about 12%;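 note: human Keap1 Kelch domain with fluorescein labeled Nrf2 9mer peptide probe; 0% = neutral control wells and 100% = peptide positive control; higher means more block of Keap1 binding to Nrf2 peptide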
PKA-R2B activ – activates the human PKA-R2B holoenzyme complex; activation, % at 11.4 µM; PKA-R2B holoenzyme dissociation, Cy5-IP20 fluorescence polarization; R2B truncated from residue 108, S112A mutant; 0% DMSO only, 100% 113 µM cGMP; P22694+P31323; hit rate 0.079% among 340,000;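 active = activation above a cutoff set at the mean over all compounds plus 3 SD, cut at about 18% in these data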;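 note: higher means more holoenzyme dissociation and a rise in polarization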
DAGLB inhibitor – blocks human DAGLB lipase activity. Q8NCG7. inhibition, % at 5.17 µM. hit rate 0.059% among 340,000. HEK293T DAGLB membrane lysate, EnzChek fluorogenic substrate. AID 504411; in the data active = inhibition above about 34%;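 note: 0% = enzyme with vehicle and 100% = wells lacking enzyme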
SR-BI uptake up – activators of SR-BI mediated HDL lipid uptake. CHO ldlA[mSR-BI] cells, DiI-HDL uptake fluorescence, 3 h; 100 = double the neutral-control signal. activation, % at 12.5 µM. AID 504775. hit rate 0.096% among 320,000;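 active = mean replicate activation of at least 60% and every replicate at or above 60%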;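 note: 0% = median plate neutral-control signal and 100% = twice that signal; values of inactives mirror those of a sister screen read the other way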
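Test system: SR-BI-overexpressing, LDLR-lacking CHO cells; Also added: labelled HDL, 10 µg/mL; Measured by: bottom-read cell fluorescence after medium removal, ex 550/em 595 nm; Timing: 3 h uptake period with compound, 37 °C; Buffer or medium: F12, 0.5% BSA, 25 mM HEPES; Doses: single compound concentration, delivered by pin transfer.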
LANA DNA inh – blocks KSHV LANA C-terminal domain binding to DNA; hit rate 0.078% among 340,000; inhibition, % at 9 µM; MBP-C-LANA/FAM-LBS DNA binding, fluorescence polarization;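 active = highest replicate inhibition at or above 60% at 9 µM, even if other replicates fall short; inactive = all replicates below 60% inhibition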;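 note: 0% = neutral control wells and 100% = 4 µM acridine orange control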
Rtt109 Vps75 – inhibitors of Candida albicans Rtt109/Vps75 histone acetyltransferase | Q5AAJ8 | purified Rtt109/Vps75, ThioGlo CoA-SH fluorescence, 4 h | inhibition, % at 34.9 µM | hit rate 0.16% among 330,000 | AID 540336;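 active = inhibition of at least 50% in every replicate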
cardiac RTF act – cardiac RTF calcium sensitization | activation, % at 7.2 µM | AID 493008 | P19429+P45379 | hit rate 0.24% among 340,000 | IANBD-labeled TnC RTF fluorescence at EC20 calcium; 0% EC20 calcium, 100% full calcium;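 active = activation above the mean over all tested compounds plus 3 SD, cut at about 30% in these data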;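 note: rise in fluorescence read as greater calcium sensitivity of cardiac thin filaments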
RTF Ca sens inh – cardiac RTF calcium desensitization; P19429+P45379; IANBD-labeled cardiac RTF, Ca2+ fluorescence; inhibition, % at 7.15 µM; hit rate 0.12% among 340,000; AID 493244;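 active = inhibition above the mean inhibition of all tested compounds plus 3 SD, cut at about 17% in these data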;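 note: assay run at fixed EC70 calcium of 1.6 mM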
CAL PDZ FP-1 – CAL PDZ (human) peptide binding inhibition. hit rate 0.92% among 300,000. Q9HD26. AID 602252. inhibition, % at 24.9 µM. purified CAL PDZ, TMR-peptide fluorescence polarization, 1 h;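 active = mean inhibition of at least 30% with at least half of replicates also reaching 30%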;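 note: 0% = DMSO neutral control and 100% = excess unlabeled competitor peptide PRC23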
CAL PDZ FP-2 – blocks peptide binding to human CAL PDZ domain; Q9HD26; purified CAL PDZ, TMR-peptide fluorescence polarization, 1 h; inhibition, % at 20 µM; hit rate 0.02% among 330,000; AID 504414;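 active = highest replicate inhibition of at least 40%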;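 note: plate controls were DMSO neutral control wells for no effect and unlabeled competitor peptide control wells for full effect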
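Test system: tagged CAL PDZ domain / Buffer or medium: sodium phosphate/NaCl buffer pH 7.4 with TCEP, IgG, Thesit / Reagent: TMR-labelled reporter peptide T*-PRC34 bound in PDZ groove / Compound dosing: single point, 20 µM / Schedule: 1 h incubation at room temperature before polarization reading / Technique: fluorescence polarization (mP) / Benchmarks: unlabelled peptide, DMSO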
Starred values were filed as active, the others as inactive; · = not tested or not shown.

SMILES	Keap1 Nrf2 FP	PKA-R2B activ	DAGLB inhibitor	SR-BI uptake up	LANA DNA inh	Rtt109 Vps75	cardiac RTF act	RTF Ca sens inh	CAL PDZ FP-1	CAL PDZ FP-2
Cc1c(-n2c(O)c(C3=c4ccccc4=NC3=O)sc2=S)c(=O)n(-c2ccccc2)n1C	-2	-3	0	17	-0.1	6	5	-3	1	0.1
CC(C)(C)c1ccc(C(=O)N/N=C/c2ccc(OCCCF)cc2)cc1	6	-17	-3	-29	-0.1	-5	0	9	-3	1.0
CCOC(=O)c1ccc(NC(=O)CSc2nnc(Cc3cccs3)n2C)cc1	-3	-2	-2	-4	-0.9	-7	4	-6	2	-0.3
c1ccc(-c2nnc(C3CC(c4ccncc4)=NO3)o2)cc1 (stereo not given)	1	8	2	29	0.4	-12	-2	-5	1	-0.3
COCCNC(=O)CSc1nc2cc3c(cc2c(=O)n1Cc1ccco1)OCO3	0	-1	-1	12	-1.1	8	2	-6	-2	-0.9
O=C(NC(=S)Nc1ccccc1N1CCCC1)c1ccc(F)cc1	-3	-3	-15	-34	-1.2	25	3	7	3	-0.9
Cc1ccc(CN=c2c([N+](=O)[O-])nn(-c3ccc(Cl)cc3)n2O)cc1	-2	-5	-2	·	-1.6	22	-2	-8	2	-0.2
CON/C=C(\C=Nc1ccc(C(F)(F)F)cc1)c1ncc(C(F)(F)F)cc1Cl	-1	-4	-1	-40	-1.3	-3	-2	-4	-3	0.4
CCN(CC)S(=O)(=O)c1ccc(C(O)=C(C#N)c2nc3ccccc3n2C)cc1	0	4	1	-12	1.5	2	0	-5	0	-1.0
O=C1CCCCCC1C1(O)C(=O)Nc2ccccc21 (stereo not given)	2	-12	-2	·	-1.2	-7	-3	-6	3	-0.6
Cc1ccc(N2C(=O)CC(NNc3nc4ccccc4s3)C2=O)cc1C (stereo not given)	3	-5	-3	-20	1.2	-6	-5	-1	-4	0.1
O=C(O)C1CCN(S(=O)(=O)c2ccc(N3CCCC3C(=O)O)c([N+](=O)[O-])c2)CC1 (stereo not given)	-3	-3	-3	5	-1.9	2	-3	4	·	-0.7
Cc1ccc(NCC(=O)N/N=C/c2cccc(Br)c2)cc1	-3	11	-1	2	0.3	2	-2	-4	·	-0.2
COc1cc(C(=O)NCC(=O)Nc2c(C)cccc2C)ccc1OCc1ccccc1	1	-1	-3	-41	-1.0	2	-3	1	-3	-1.4
CC(=O)Nc1ccccc1NC(=O)c1cc(C)cc(C)c1	3	4	0	-3	-0.8	-6	4	-3	2	-2.1
Cc1nnc(NC(=O)CSc2nnc(C)n2-c2ccc(F)cc2)s1	-1	0	0	24	-0.3	-14	4	-5	-1	-1.3
CC(C)(C)NC(=O)C(c1ccco1)N(C(=O)c1csnn1)c1ccccc1 (stereo not given)	-4	2	2	13	-2.2	4	0	-8	0	-0.2
O=C(O)Cc1ccc(NC(=S)NCc2ccco2)cc1	-5	5	-3	21	0.3	-1	1	-3	-3	-1.0
CCn1cc(CN2CCC(C(=O)Nc3cccc(-c4cccc(F)c4)c3)CC2)cn1	0	1	0	-6	-0.2	7	-5	2	-2	-2.8
CCOC(=O)c1ccc(NC(=O)CC2C(=O)N(c3cccc(OC)c3)C(=O)N2CCOC)cc1 (stereo not given)	-7	9	-2	-45	0.6	4	-5	-3	-3	0.0
Cc1c(NC(=O)c2ccc3c4c(cccc24)CC3)c(=O)n(-c2ccccc2)n1C	-5	-3	0	8	-0.4	6	-4	-2	0	-0.2
Cc1cc(NC(=O)c2ccc(Cl)cc2Cl)n(CCC#N)n1	5	-3	-2	10	-0.5	-1	2	3	·	-0.4
O=c1cc(-c2ccccc2)[nH]n1-c1ccc([N+](=O)[O-])cc1	3	1	27	-44	0.1	2	0	-5	·	1.6
CCC(C)OC(=O)C1=C(C)OC23OC(N)=C(C#N)C12C(=O)c1ccccc13 (stereo not given)	1	-2	-3	·	-1.7	17	-5	5	-3	-0.1
COc1cc2c(cc1OC)C(C)N(S(=O)(=O)c1ccc(Cl)nc1)CC2 (stereo not given)	1	-3	0	-31	0.2	4	-4	3	-6	-1.4
Cc1cccc(C(=O)OCC(=O)NCC2COc3ccccc3O2)c1 (stereo not given)	-6	-6	-2	0	-1.1	-3	-3	2	-1	-0.9
O=C(Cc1ccccc1)NC(Nc1cccc2ccccc12)C(Cl)(Cl)Cl (stereo not given)	1	-4	-8	-10	-0.1	-11	-2	1	·	0.2
CCC(CC)CN1CCC(CN2C(=S)NC[C@@H]2CC(C)C)CC1	-1	-7	0	2	-3.0	3	-4	-1	-1	0.9
CCn1nc(C)c(CNC(=O)c2cc(COc3ccc(F)cc3Cl)on2)c1C	0	-1	0	·	1.2	-4	1	-13	3	-1.2
CC1(C)CC(=O)C=C(c2cccnc2)C1	-3	-7	1	-5	0.8	1	-6	-1	3	0.2

Some of these compounds in order of their number in CAL PDZ FP-1, highest first:
| Compound | CAL PDZ FP-1 |
| --- | --- |
| CC(C)(C)NC(=O)C(c1ccco1)N(C(=O)c1csnn1)c1ccccc1 (stereo not given) | 0 |
| CCn1cc(CN2CCC(C(=O)Nc3cccc(-c4cccc(F)c4)c3)CC2)cn1 | -2 |
| CCOC(=O)c1ccc(NC(=O)CC2C(=O)N(c3cccc(OC)c3)C(=O)N2CCOC)cc1 (stereo not given) | -3 |

Additional records.
SMILES	Keap1 Nrf2 FP	PKA-R2B activ	DAGLB inhibitor	SR-BI uptake up	LANA DNA inh	Rtt109 Vps75	cardiac RTF act	RTF Ca sens inh	CAL PDZ FP-1	CAL PDZ FP-2
CC(C)COC(=O)c1ccccc1N1C(=O)C2C3CCC(C3)C2C1=O (stereo not given)	-5	2	2	2	0.9	3	-2	-4	-5	0.0
COc1ccc(C2=NOC(C(=O)NCc3ccccc3)C2)cc1 (stereo not given)	6	2	0	-2	5.0	-10	8	1	·	-1.4
O=C(Nc1ccc(Oc2ccccc2)nc1)C1CCN(Cc2cccc(F)c2)CC1	6	-2	-2	18	-1.0	-6	-3	-4	-7	-1.8
CCOC(=O)c1cc(=O)n2nc(-c3ccc(C)cc3)nc2s1	2	-1	-1	-1	-0.9	6	4	-13	-2	-0.1
CC1(C)NC(=O)N(CC(=O)OCC(=O)Nc2cc(S(=O)(=O)N3CCCCC3)ccc2Cl)C1=O	-4	-11	1	-14	-1.1	0	2	-7	-2	-0.6
Nc1ncnc2c1ncn2[C@@H]1O[C@H](CNCc2cccc(C#Cc3ccccc3)c2)[C@@H](O)[C@H]1O	-8	-9	2	-6	-0.3	-3	1	-4	-3	-0.6
CC1CCN(C(=O)COC(=O)c2ccc3c(c2)OCCO3)CC1	2	8	4	15	-3.7	-3	5	-1	-3	1.1
CC(NC(=O)COC(=O)CNC(=O)C1CCCCC1)c1ccccc1 (stereo not given)	-4	1	-2	23	-0.7	2	-2	-1	-1	-0.9
Cc1ccc(CNC(=O)Cc2nc3nc(C)cc(C)n3n2)cc1	-3	-15	-1	1	-0.4	9	-1	7	1	0.1
O=C(CSc1ccc(Cl)cc1)N1CCC(c2nc3ccccc3s2)CC1	3	-7	-5	17	-0.5	-3	-1	0	-2	-0.4
Cc1cccc(C(=O)OCC(=O)NC2CC2)c1O	-5	-1	3	33	1.4	-11	0	-7	-2	-1.0
CCC(=O)Nc1ccc(C(=O)CSc2nc(N)cc(N)n2)cc1	1	-3	-1	-9	0.5	0	-3	9	-4	0.3
CCOC(=O)C(Sc1cc(-c2ccccc2)nc2ncnn12)C(C)=O (stereo not given)	-6	-12	0	21	-0.7	-8	3	3	-3	1.4
O=C(Oc1ccc2c3c(c(=O)oc2c1)CCCC3)c1ccco1	-2	3	6	-8	-1.0	-5	-4	-5	-4	-0.9
CC(O)c1ccc(Oc2cnccn2)cc1 (stereo not given)	2	2	-2	19	0.1	6	-2	-6	-1	2.2

Of the compounds above, these contain an aryl thioether with sulfur outside any ring.
SMILES	Keap1 Nrf2 FP	PKA-R2B activ	DAGLB inhibitor	SR-BI uptake up	LANA DNA inh	Rtt109 Vps75	cardiac RTF act	RTF Ca sens inh	CAL PDZ FP-1	CAL PDZ FP-2
CCOC(=O)c1ccc(NC(=O)CSc2nnc(Cc3cccs3)n2C)cc1	-3	-2	-2	-4	-0.9	-7	4	-6	2	-0.3
COCCNC(=O)CSc1nc2cc3c(cc2c(=O)n1Cc1ccco1)OCO3	0	-1	-1	12	-1.1	8	2	-6	-2	-0.9
Cc1nnc(NC(=O)CSc2nnc(C)n2-c2ccc(F)cc2)s1	-1	0	0	24	-0.3	-14	4	-5	-1	-1.3
O=C(CSc1ccc(Cl)cc1)N1CCC(c2nc3ccccc3s2)CC1	3	-7	-5	17	-0.5	-3	-1	0	-2	-0.4
CCC(=O)Nc1ccc(C(=O)CSc2nc(N)cc(N)n2)cc1	1	-3	-1	-9	0.5	0	-3	9	-4	0.3
CCOC(=O)C(Sc1cc(-c2ccccc2)nc2ncnn12)C(C)=O (stereo not given)	-6	-12	0	21	-0.7	-8	3	3	-3	1.4

The results go on:
SMILES	Keap1 Nrf2 FP	PKA-R2B activ	DAGLB inhibitor	SR-BI uptake up	LANA DNA inh	Rtt109 Vps75	cardiac RTF act	RTF Ca sens inh	CAL PDZ FP-1	CAL PDZ FP-2
CC1CN(c2nc3c(c(=O)n(C)c(=O)n3C)n2Cc2c(F)cccc2Cl)CC(C)O1 (stereo not given)	-1	-6	-1	21	2.0	-5	0	-3	·	-0.2
CCCCc1nnc(SCC(=O)Nc2nccs2)n1C	-1	-1	-2	13	-1.1	0	-1	-6	-29	-0.3
Oc1cc2c(c(Cl)c1O)CCNCC2c1ccccc1 (stereo not given)	2	5	2	1	0.1	8	0	1	1	0.7
Cc1ccc(NC(=O)c2ccccc2NC(=O)CCC(=O)O)cc1	-3	-10	-2	13	-3.5	4	6	-5	-1	-0.5
CCCN(CCC)S(=O)(=O)c1cc2c(cc1Br)CCN2C(=O)CC	-4	3	-2	-7	-0.2	1	6	5	1	-1.5

Of the compounds above, four contain a furan ring, fused or not.
SMILES	Keap1 Nrf2 FP	PKA-R2B activ	DAGLB inhibitor	SR-BI uptake up	LANA DNA inh	Rtt109 Vps75	cardiac RTF act	RTF Ca sens inh	CAL PDZ FP-1	CAL PDZ FP-2
COCCNC(=O)CSc1nc2cc3c(cc2c(=O)n1Cc1ccco1)OCO3	0	-1	-1	12	-1.1	8	2	-6	-2	-0.9
CC(C)(C)NC(=O)C(c1ccco1)N(C(=O)c1csnn1)c1ccccc1 (stereo not given)	-4	2	2	13	-2.2	4	0	-8	0	-0.2
O=C(O)Cc1ccc(NC(=S)NCc2ccco2)cc1	-5	5	-3	21	0.3	-1	1	-3	-3	-1.0
O=C(Oc1ccc2c3c(c(=O)oc2c1)CCCC3)c1ccco1	-2	3	6	-8	-1.0	-5	-4	-5	-4	-0.9
